Nrf2 block: Nrf2 pathway inhibition; Potency, µM (highest dose often 46 µM), for inactives: top-dose activity change, negative = inhibition, usual class: inhibitors; AID 504444; 360,000 compounds, 2.1% hits; A549 ARE-Fluc reporter, luciferase luminescence, 18-24 h; note: % is set by controls: 0 for no effect and ±100 for the full control effect; nearly all actives have a fitted effect of over 60% in size
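Cells were seeded and rested 2 h, then exposed to compounds for 18-24 h. CellTiter-Fluor was read first as a viability measure. BugLite was added 15 min before the final luminescent read of ARE-luciferase activity in A549 cells.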
MCF10A rereplic: DNA re-replication induction in MCF 10a cells; MCF 10A DNA re-replication, Hoechst nuclear intensity, 48 h; Potency, µM (doses to about 46.1 µM), inactives show at the top dose activity, positive = re-replication, most hits filed as activators; 350,000 compounds, 2.9% hits; AID 624296; note: % of control where 0% means no effect; nearly all actives have a fitted effect of over 50% in size
Nrf2 activator: activates Nrf2 signaling; AREc32 ARE-luciferase reporter (MCF7-derived line), luminescence, 24 h; Potency, µM (series often up to 46.1 µM), inactives show at the top dose activation, hits mostly activators; 410,000 compounds, 0.31% hits; AID 624171; note: % of control where 0% means no effect; nearly all actives have a fitted effect of over 65% in size
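ARE-driven firefly luciferase activity in AREc32 cells measured after a 24 hr compound exposure at 37 deg C, using Steady-Glo reagent and a 30 min room-temperature hold.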
ATXN viability: cell viability loss in ATXN counter-screen | 400,000 compounds, 0.49% hits | Potency, µM (titrated, usually from 56.7 µM), hits mostly cytotoxic | S2 cells (HEK-293 line with an ATXN2-luciferase reporter) viability, CellTiter-Fluor protease fluorescence, 24 h; note: nearly all actives have a fitted effect of over 40% in size
HepG2 tox: kills HepG2 cells in TGF-b inhibitor counter-screen. HepG2 CAGA-GFP viability, ATP luminescence, 18 h. Potency, µM (series often up to 46.1 µM), for inactives: at the top dose activity change, negative = cytotoxicity, most hits filed as cytotoxic. 410,000 compounds, 0.76% hits; note: some results filed as inactive show a strong effect at the top dose
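CellTiter-Glo luminescence gave cytotoxicity after 18 hours at 37 degrees C. The cells were HepG2 CAGA-GFP in 1% FBS DMEM, stimulated with 500 pg/mL TGF-beta after compound addition. %Activity was normalised to no-cell wells (complete cell-killing) and DMSO (no toxicity), and curves were fitted and classified.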
A549 viability: kills or reduces viability of A549 cells in Nrf2 counter-screen; A549 ARE-Fluc cells, CellTiter-Fluor viability, 18-24 h; Potency, µM (doses to about 46 µM), for inactives: at the highest dose activity change, negative = cytotoxicity, hits mostly inhibitors; 390,000 compounds, 0.16% hits; AID 504648; note: % is set by controls: 0 for no effect and ±100 for the full control effect
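Cytotoxicity counterscreen: CellTiter-Fluor fluorescence was measured in A549 ARE_Fluc cells after 18-24 h of compound exposure in a concentration series. The subsequent BugLite luminescent read reports ARE-luciferase activity.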
EPAC2 antagonist: EPAC2 (human) antagonism. Q8WZA2. EPAC2 GEF exchange of Rap1B-BODIPY-GDP, fluorescence. Potency, µM (series often up to 114 µM), for inactives: at the top dose activity, negative = inhibition, usual class: inhibitors. 360,000 compounds, 0.18% hits; note: % is set by controls: 0 for no effect and ±100 for the full control effect; nearly all actives have a fitted effect of over 45% in size; many of its hits are not listed in these tables
Target sequence (Q8WZA2 whole entry, looked up): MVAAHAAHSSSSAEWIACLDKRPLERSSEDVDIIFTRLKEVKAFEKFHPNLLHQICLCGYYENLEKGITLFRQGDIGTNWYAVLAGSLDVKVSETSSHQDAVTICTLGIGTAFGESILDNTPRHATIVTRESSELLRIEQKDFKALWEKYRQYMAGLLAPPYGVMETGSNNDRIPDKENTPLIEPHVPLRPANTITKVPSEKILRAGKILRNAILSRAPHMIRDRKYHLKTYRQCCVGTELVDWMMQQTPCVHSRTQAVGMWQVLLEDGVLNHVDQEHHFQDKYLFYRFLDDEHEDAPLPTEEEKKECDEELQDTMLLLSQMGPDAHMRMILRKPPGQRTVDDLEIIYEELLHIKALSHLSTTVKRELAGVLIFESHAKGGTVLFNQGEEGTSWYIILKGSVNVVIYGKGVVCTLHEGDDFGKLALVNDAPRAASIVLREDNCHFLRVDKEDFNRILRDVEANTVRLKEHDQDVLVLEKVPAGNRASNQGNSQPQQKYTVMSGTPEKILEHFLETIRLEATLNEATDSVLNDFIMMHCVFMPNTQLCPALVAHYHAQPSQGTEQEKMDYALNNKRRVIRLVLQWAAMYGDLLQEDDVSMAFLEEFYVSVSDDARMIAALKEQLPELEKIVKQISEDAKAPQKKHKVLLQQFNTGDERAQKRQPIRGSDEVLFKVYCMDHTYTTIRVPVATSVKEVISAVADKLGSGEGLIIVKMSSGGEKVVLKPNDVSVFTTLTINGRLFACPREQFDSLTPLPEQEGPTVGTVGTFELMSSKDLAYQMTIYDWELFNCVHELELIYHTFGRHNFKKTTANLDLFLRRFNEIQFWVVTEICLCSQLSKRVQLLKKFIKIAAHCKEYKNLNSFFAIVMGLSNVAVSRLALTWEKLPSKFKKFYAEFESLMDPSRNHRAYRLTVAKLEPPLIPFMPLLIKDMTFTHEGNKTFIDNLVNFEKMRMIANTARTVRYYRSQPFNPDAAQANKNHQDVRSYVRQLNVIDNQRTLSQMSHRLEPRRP
ATXN2 expr inh: ATXN2 expression inhibition; 360,000 compounds, 0.72% hits; Potency, µM (series often up to 57 µM), inactives show at the highest dose activity change, negative = inhibition, actives largely listed as inhibitors; HEK-293 ATXN2-luciferase reporter, luminescence, 24 h; note: % is set by controls: 0 for no effect and ±100 for the full control effect; nearly all actives have a fitted effect of over 55% in size
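ATXN2-luciferase reporter cells (luciferase flanked by upstream and downstream ATXN2 gene portions) were treated 24 h at 37 °C with compounds at up to 57 uM. SteadyGlo luminescence gave expression; GF-AFC fluorescence gave viability.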
TGFb SMAD3 inh: TGF-b pathway inhibition; Potency, µM (titrated, usually from 46.1 µM), inactives show at the top dose activity, negative = inhibition, actives largely listed as inhibitors; HepG2 CAGA-GFP TGF-b/SMAD3 reporter, GFP fluorescence, 18 h; TGF-beta stimulated, 500 pg/mL final; 410,000 compounds, 1.2% hits; note: % is set by controls: 0 for no effect and ±100 for the full control effect; nearly all actives have a fitted effect of over 65% in size
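GFP signal (ex488/em500-530) from TGF-beta-stimulated HEPG2 CAGA-GFP cells, 500 pg/mL final, 18 h at 37 degrees C in DMEM plus 1% FBS, normalized to unstimulated and DMSO-stimulated controls.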
* marks the source's active call; other numbers are inactive results; i = inactive; ? = inconclusive; · = no result given; [ ] = another dose, or the depositor's remark. Calls come from the whole dose curve; as a rule, active = well fitted curve in the direction sought with a large enough effect; inconclusive = small, poorly fitted or top-dose-only effect, or another doubt; inactive = no such curve, though single readings can be large; an effect the other way counts as inactive or inconclusive. Potency is the fitted concentration of half-maximal effect. Some of the compounds tested; count on the stated rates, not on these rows.

The opening two entries, to show the layout:
SMILES	Nrf2 block	MCF10A rereplic	Nrf2 activator	ATXN viability	HepG2 tox	A549 viability	EPAC2 antagonist	ATXN2 expr inh	TGFb SMAD3 inh
CCCCn1c(N)c(N(CCOC)C(=O)c2c(-c3ccccc3)noc2C)c(=O)[nH]c1=O	-10%	-2%	0.4%	i	-22%	5%	-1%	-4%	-1%
Cc1ccc(S(=O)(=O)N(C)C)cc1NC(=O)COC(=O)CNC(=O)C12CC3CC(CC(C3)C1)C2	8%	4%	-0.5%	?	11%	1%	-8%	0%	28%

Results, from the first entry:
SMILES	Nrf2 block	MCF10A rereplic	Nrf2 activator	ATXN viability	HepG2 tox	A549 viability	EPAC2 antagonist	ATXN2 expr inh	TGFb SMAD3 inh
CCCCn1c(N)c(N(CCOC)C(=O)c2c(-c3ccccc3)noc2C)c(=O)[nH]c1=O	-10%	-2%	0.4%	i	-22%	5%	-1%	-4%	-1%
Cc1ccc(S(=O)(=O)N(C)C)cc1NC(=O)COC(=O)CNC(=O)C12CC3CC(CC(C3)C1)C2	8%	4%	-0.5%	?	11%	1%	-8%	0%	28%
CCCCCCCCCC[N+](C)(C)CC/C=C1/c2ccccc2Sc2ccc(Cl)cc21	?	?	-3.5%	7.9µM*	-107%	-6%	-16%	·	?
COc1ccc(C(=O)Nc2ccc3c(c2)n(C)c(=O)n3C)cc1OC	?	17%	17%	i	11%	5%	?	-21%	21%
CCOC(=O)c1oc2c(CN3CCN(C)CC3)c(O)ccc2c(=O)c1-c1ccc(Br)cc1	3%	12%	0.0%	i	1%	6%	-16%	-5%	-1%
NNC(=O)c1cnn(Cc2ccccc2)c1N	-2%	?	-0.6%	i	-9%	-5%	2%	-11%	9%
COC(=O)C1=C(C(=O)c2ccccc2)C(c2ccc(O)c(OC)c2)n2nnnc2N1 (configuration not stated)	-2%	0%	24%	i	8%	?	-2%	2%	17%
Cn1c(SCC(=O)c2ccc(F)cc2)nnc1-c1ccccn1	16%	-1%	4.5%	i	25%	0%	1%	24%	5%
O=[N+]([O-])c1cccc(/C([O-])=C(/C(=S)Nc2ccccc2F)[n+]2ccccc2)c1	7%	-5%	3.4%	?	-2%	-8%	0%	12%	2%
COC(=O)[C@@]1(Cc2ccc(OC)cc2)[C@H]2c3cc(C(=O)N4CCCC4)n(CCc4ccc(OC)c(Br)c4)c3C[C@H]2CN1C(=O)c1ccccc1	·	·	0.0%	i	·	·	0%	0%	·
Cc1ccc(-n2c(=O)[nH]c3cc(C(=O)NCCc4ccccc4)ccc3c2=O)cc1	-6%[9.27 µM]	·	-0.2%	i	-8%	-3%	·	-20%	1%
COCCn1c(C(C)C)nc2oc3ccccc3c(=O)c2c1=O	?	10%	3.6%	i	8%	-4%	11%	5%	6%
Cc1ccc2nc(NC(=O)C3CCN(S(=O)(=O)c4cccc5nsnc45)CC3)sc2c1	?	22%	-0.6%	?	2%	-7%	0%	?	?
Cc1cc(C)n2nc(C(=O)OCC(=O)N(C)Cc3ccccc3)nc2n1	7%	-1%	-0.5%	i	-4%	0%	-1%	5%	8%
CCOC(=O)c1sc2nc(CSc3ccccc3)nc(NCCN(C)C)c2c1C	2%	?	0.0%	i	-13%	?	10%	?	-10%
N#Cc1nc(Cc2ccccc2)oc1NCCc1ccccc1	?	?	4.3%	i	-12%	1%	-12%	57%[activator]	-9%
N#Cc1cnc2nc(SCc3ccccc3)nn2c1	?	18%	2.6%	i	-16%	-2%	1%	-19%	-1%
CN1CCN(C(=O)CSc2nc(-c3ccncc3)ccc2C#N)CC1	23%	-3%	2.1%	?	4%	-2%	9%	7%	?
CCc1ccccc1NC(=O)N1CCN(Cc2nc3ccc(C)cc3o2)CC1	·	·	3.9%	i	-12%	0%	·	-11%	?
COCCN(CCOC)C(=O)c1cc2c(=O)n3ccccc3nc2n1C	23%	·	0.9%	·	-13%	6%	·	·	-7%
COc1ccc(C(=O)Nc2cc(-c3nc4ncccc4o3)ccc2C)cc1Br	?	·	0.7%	?	-5%	-2%	·	1%	0%
C=CCc1cc(Cl)ccc1OCCOCCNCCOC	-6%	?	-2.6%	i	-12%	6%	-1%	-26%	-6%
Cn1c(=O)c2c(nc(N3CCOCC3)n2CCCNC2=NCCC2)n(C)c1=O	·	-2%	0.4%	i	0%	-6%	8%	5%	-21%
CCOc1ccc(NC(=O)[C@@H](NC(=O)OCc2ccccc2)[C@@H](C)CC)cc1	-6%	1%	-0.4%	i	-56%	3%	-2%	-7%	19%
COc1ccc(NC(C)=O)cc1NC(=O)CCn1c(=O)sc2ccccc21	10%	3%	0.0%	i	21%	-2%	0%	5%	-3%
Cc1ccc(NC(=O)CN(C)C(=O)C(C)N2CCN(Cc3ccccc3C)CC2)cc1 (configuration not stated)	-8%	0%	0.0%	i	-12%	0%	3%	3%	-14%
COc1ccc(Br)cc1CN1C(=O)NC2(CCCCCC2)C1=O	-11%	23%	-0.3%	i	-12%	2%	-5%	8%	2%
CC(C)C[C@@H](CN1CCC[C@H]1CN1C(=O)C(=O)NC[C@@H]1Cc1ccccc1)N1C[C@H](Cc2ccccc2)N(CCc2ccccc2)C(=O)C1=O	·	·	-0.9%	?	·	·	-6%	?	·
CCOc1nonc1C(=N)/C(C(C)=O)=C(\C)O	?	1%	0.1%	i	24%	?	13%	4%	0%
COc1ccc(-n2cc(-c3ccccc3)c3c(N4CCOCC4)ncnc32)cc1	?	153%	2.1%	i	11%	-3%	-4%	·	?
Cc1c(-c2ccnc3cc(C(=O)O)nn23)cnn1C	11%	-1%	0.2%	i	4%	1%	8%	4%	9%
Nc1c2c(nc3c1CCCC3)CCCC2 (tested in a mixture with another compound)	10%	5%	-1.3%	i	-13%	2%	3%	-8%	2%
CCn1c(=O)c(CCC(=O)N2CCOCC2)c(C)c2c(C)nn(-c3ccccc3)c21	17%	9%	-0.7%	?	-16%	-6%	-11%	?	?
CC1CCCCN1C(=O)c1cc(-c2ccc(Cl)c(Cl)c2)on1 (configuration not stated)	?	?	0.1%	i	7%	13%	-1%	69%[activator]	2%
O=C(Cc1c(O)c2ccccc2[nH]c1=O)NC1CCCCCC1	-5%	-1%	0.3%	i	-31%	0%	11%	4%	4%
Cc1ccc(C=Nc2ccccc2C(N)=O)cc1	?	12µM*	2.4%	?	-14%	-13%	-4%	37%	3%
CCOc1ccc(CCNC(=O)c2cc3n(n2)CCCN(Cc2ccc(C)cc2)C3=O)cc1OCC	·	·	0.1%	i	-7%	-1%	·	-19%	-25%
CCOc1ccc(CN2CCSCC2)cc1	1%	-4%	-0.7%	i	-5%	2%	18%	-8%	-2%
Cc1ccc(-c2n[nH]c3c2C(c2cccs2)N(c2ccc(Cl)cc2)C3=O)cc1 (configuration not stated)	-88%	·	-2.3%	?	13µM*	?	·	?	11µM*
Cc1ccc(S(=O)(=O)NCCC(=O)Nc2cccc(Cl)c2)cc1	-3%	0%	-0.2%	?	11%	-4%	0%	-12%	7%

3 compounds out of the list above, sorted by the value under Nrf2 activator, high to low.
SMILES | Nrf2 activator
Cc1ccc(C=Nc2ccccc2C(N)=O)cc1 | 2.4%
O=C(Cc1c(O)c2ccccc2[nH]c1=O)NC1CCCCCC1 | 0.3%
Cc1ccc2nc(NC(=O)C3CCN(S(=O)(=O)c4cccc5nsnc45)CC3)sc2c1 | -0.6%

New compounds follow
SMILES	Nrf2 block	MCF10A rereplic	Nrf2 activator	ATXN viability	HepG2 tox	A549 viability	EPAC2 antagonist	ATXN2 expr inh	TGFb SMAD3 inh
CN(c1ccccc1)S(=O)(=O)c1ccc(C(=O)Nc2nnc(-c3ccc(F)cc3)o2)cc1	23µM*	?	0.0%	i	-41%	-15%	-29%	?	0%
C/C(=C/c1ccccc1)C(=O)N1CC(C)OC(C)C1 (configuration not stated)	-7%	5%	-0.6%	i	9%	-19%	8%	·	8%
O=C(Cn1cc(C(=S)N2CCOCC2)c2ccccc21)N1CCOCC1	·	1%	-0.3%	i	-33%	-4%	-5%	-13%	6%
S=C(Nc1ccccc1Cl)N(CCCN1CCOCC1)Cc1ccccn1	3%	7%	0.0%	i	2%	1%	1%	1%	-46%
Cc1cc(/C=N/NC(=O)c2cccs2)c(C)n1-c1cnccn1	?	2%	0.3%	i	-2%	-3%	1%	45%[activator]	6%
N#CC1(NC(=O)COc2ccc3ccc(=O)oc3c2)CCCCC1	14%	-5%	-0.6%	i	2%	-1%	7%	-5%	-4%
O=C(Nc1ccc2c(c1)OCCO2)C1CCN(c2nnnn2-c2ccccc2)CC1	?	27%	-0.6%	i	-22%	-23%	-20%	-7%	2%
COc1cccc(NC(=O)C2(S(=O)(=O)c3ccc(Cl)cc3)CC2)c1	-9%	-2%	0.0%	?	-12%	0%	-3%	-4%	-9%
O=C(NN1C(=O)C2C3C=CC(C4CC34)C2C1=O)c1ccc(Cl)cc1 (configuration not stated)	·	0%	0.3%	?	3%	-3%	6%	-5%	?
C=CCCCCc1nc2ccccc2c(=O)n1N	11%	2%	0.0%	i	7%	2%	-6%	4%	?
COc1cc(NC(=O)c2cccs2)c(C(=O)OCC(=O)c2cc(C)n(-c3ccc(F)cc3)c2C)cc1OC	5%	16%	-1.0%	i	-11%	-6%	1%	-30%	-12%
CC(=O)c1c(C)[n+]([O-])c2ccc3c(non3O)c12	0%	9%	-0.4%	i	2%	-4%	-9%	·	-28%
N#Cc1ccc(/C=C\c2nccc3c2[nH]c2ccccc23)cc1	11%	?	?	·	-36%	3%	?	?	?
COc1ccc(CN(C)C(=O)Cn2ccsc2=N)cc1OC	-8%	6%	-0.4%	i	-13%	-19%	9%	-6%	-20%
CCCS(=O)(=O)Nc1cccc(-c2cn3ccsc3n2)c1	·	·	9.8%	i	-13%	0%	·	5%	1%
CCOC(=O)C1=C(c2ccccc2)NC(=O)NC1c1cc(Br)c(O)c(OC)c1 (configuration not stated)	-8%	6%	2.5%	i	-9%	7%	2%	4%[11.3 µM]	1%
COc1ccccc1C(=O)NCC(=O)N/N=C/c1ccc([N+](=O)[O-])cc1	-13%	?	-0.1%	i	-7%	1%	10%	-6%	1%
C[C@@H]1Cc2c(O)c(O)cc(O)c2C(=O)O1	15%	-2%	3.8%	i	-1%	-4%	35%[activator]	5%	12%

Assay outcomes deposited in PubChem by National Center for Advancing Translational Sciences (NCATS).
